M. tuberculosis HTS = M. tuberculosis growth inhibition, HTS (AID 449762); M. tuberculosis H37Rv growth inhibition, 7H9 media; higher % means a stronger effect; one-dose inhibition, % at 25 µM; IC50 in µM for titrated hits; 330,000 tested, 0.59% active; in the data active = a potency from the dose series; inconclusive = inhibition above about 70% without an active follow-up result;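 note: bacterial growth assessed after seven days of incubation; strong numbers were not always called active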
inhibitors of VEEV = inhibitors of VEEV TC-83 cytopathic effect, confirmation, Vero cells (AID 588727); 350,000 tested, 0.13% active; inhibition, % at 20 µM, or IC50 in µM where a hit was titrated; Vero cells, VEEV TC-83 cytopathic effect inhibition; higher % means a stronger effect; in the data active = a potency from the dose series; inconclusive = inhibition mostly from about 14% at the one dose, without a potency; inactive = the rest, 99 in 100 with inhibition below about 12%; note: strong numbers were not always called active
PhoP GFP inhibition = Inhibition of PhoP regulon, Salmonella typhi GFP reporter cells, confirmation, 4 h (AID 1850). inhibition, % at 50 µM; hits with a dose series show IC50 in µM. 310,000 tested, 0.33% active. Salmonella Typhi PhoP-promoter GFP reporter, fluorescence, 4 h; higher % means a stronger effect; in the data active = a potency from the dose series; inconclusive = inhibition mostly from about 25% at the one dose, without a potency; inactive = the rest, 99 in 100 with inhibition below about 19%;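 note: 0% = induced wells with vehicle and 100% = uninduced wells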
tuberculosis growth = growth inhibition of non-replicating M. tuberculosis (AID 488890) | Mycobacterium tuberculosis non-replicating, growth inhibition; higher % means a stronger effect | inhibition, % at 25 µM, or IC50 in µM where a hit was titrated | 320,000 tested, 0.39% active; in the data active = a potency from the dose series; inconclusive = inhibition mostly from about 82% at the one dose, without a potency; inactive = the rest, 99 in 100 with inhibition below about 76%;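 note: plate controls were DMSO cells for no effect and high antibiotic wells for full effect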
influenza NS1A = NS1A inhibition, H1N1 influenza, cell based functional assay (AID 504329); NS1A functional cell-based assay, percent inhibition; higher % means a stronger effect; 340,000 tested, 0.3% active; inhibition, % at 12.5 µM; hits with a dose series show IC50 in µM; in the data active = a potency from the dose series; inconclusive = inhibition above about 27% without an active follow-up result; note: strong numbers were not always called active
inhibitors of VEEV 10K pilot screen = recorded beside inhibitors of VEEV, whose call it bears; inhibition, %; measured here: 10K pilot screen inhibition
Starred values were filed as active, the others as inactive; i = inactive; ? = inconclusive; · = no result given.

SMILES	M. tuberculosis HTS	inhibitors of VEEV	PhoP GFP inhibition	tuberculosis growth	influenza NS1A	others
CCN(CC)S(=O)(=O)c1ccc(NC(=O)C2CCCO2)cc1 (stereo unspecified)	-7.7%	i	-6.7%	12.0%	1.0%
CC1CN(C(=O)c2cc3c(s2)CCC3)CC(C)O1 (stereo unspecified)	2.2%	i	-7.8%	0.1%	-8.3%
CCCCn1c(N)c(N(CCC(C)C)C(=O)c2ccc(-c3ccc([N+](=O)[O-])cc3)o2)c(=O)[nH]c1=O	19.1%	8.7%	·	29.7%	-5.8%
N#Cc1c(NC(=O)C2CC=CCC2C(=O)O)sc2c1CCCCCC2 (stereo unspecified)	-3.1%	0.1%	2.2%	38.6%	2.9%
CC(C)CC(NC(=O)C1CCCCC1)C(=O)NCc1ccccn1 (stereo unspecified)	·	4.3%	-7.6%	-13.3%	-0.7%
O=C(C[C@@H]1C/C=C\C[C@H](Cc2ccc(F)cc2)C(=O)OC[C@@H](Cc2c[nH]c3ccccc23)NC1=O)NCCO	0.1%	0.0%	·	27.2%	13.4%
CC(=O)N1C(C)(C)CC(=NOS(=O)(=O)c2ccccc2)CC1(C)C	·	i	·	·	-4.5%
CCC(=O)Nc1ccc(S(=O)(=O)N2CCC(c3nc4ccccc4[nH]3)CC2)cc1	4.9%	5.7%	2.9%	15.2%	-5.6%
O=C(C1CCCN1S(=O)(=O)c1cccc2nsnc12)N1CCN(c2ccc(F)cc2)CC1 (stereo unspecified)	-2.4%	i	-0.8%	·	11.6%
CC(COc1ccc(/C=C/c2ccccc2)cc1)[N+](C)(C)C (stereo unspecified)	23.1%	1.7%	-1.9%	36.6%	1.8%
Cn1cc(S(=O)(=O)N2CCc3ccccc32)cc1C(=O)Nc1ccc(Cl)cc1	-9.1%	0.9%	-7.3%	-21.5%	4.8%
CCOC(=O)c1c(NC(=O)c2ccccc2)sc2c(O)c(CN(CC)CC)ccc12	-15.1%	2.3%	7.5%	7.6%	1.9%
S=C(NCc1ccccc1)N/N=C/c1cccs1	?	i	0.0%	-3.0%	-6.3%
CCCCN(c1ccc(C(=O)OC)cc1)S(=O)(=O)c1ccccc1	-2.0%	0.6%	-12.3%	4.9%	6.8%
CN1OC[C@@H]2CN[C@H](c3cccc(-c4ccccc4)c3)C[C@@H]21	·	0.1%	·	·	0.8%
CS(=O)(=O)c1ccccc1C(=O)Nc1ccccc1Cc1ccccc1	-3.1%	2.8%	2.9%	-10.0%	0.2%
CC(C)(C)OC(=O)NCCCC(CCCNC(=O)OC(C)(C)C)C(=O)O	0.1%	0.7%	0.6%	-0.5%	-15.2%
COc1ccc(C(=O)NNC(=O)CSc2nnc3ccccn23)cc1OC	2.1%	1.6%	·	-3.1%	-21.8%
Nc1c(NC=O)c(=O)n(Cc2ccccc2)c(=O)n1Cc1ccccc1	5.2%	2.1%	0.3%	-0.1%	-0.6%
CCc1ccc(N(C(=O)Cn2nnc(-c3ccccc3)n2)C(C(=O)NC2CCCCC2)c2ccccn2)cc1 (stereo unspecified)	0.8%	1.1%	-4.1%	22.9%	2.0%
O=C1/C(=C/c2ccc([N+](=O)[O-])cc2)CCC1C1CCCC1 (stereo unspecified)	9.4%	i	1.2%	4.1%	-8.4%
COc1ccc(C(=O)c2ccc(C)cc2)c(OC)c1OC	·	4.4%	·	·	-18.8%
O=[N+]([O-])c1cccc2c(S(=O)(=O)N3CCCCC3)cccc12	-2.0%	0.2%	5.7%	12.0%	11.5%
CCN1C(=O)/C(=C\c2cn(-c3ccccc3)nc2-c2cccnc2)SC1=S	·	0.9%	·	·	5.5%
O=S(=O)(Nc1cccc(Cl)c1)c1ccc(-n2cccn2)cc1	2.6%	0.7%	6.9%	·	27.6%

New compounds follow:
SMILES	M. tuberculosis HTS	inhibitors of VEEV	PhoP GFP inhibition	tuberculosis growth	influenza NS1A	others
Cc1ccc(NC(=O)CCl)cc1S(=O)(=O)N1CCCCCC1	2.6µM*	10.5%	-2.4%	73.5%	-10.7%
COc1ccc(NC(=S)NC(=O)c2cncc(Br)c2)cc1	-11.5%	0.8%	-6.4%	69.7%	-14.8%
CCc1ccc(CN2CCC(n3nccc3NC(=O)c3ccccc3Cl)CC2)cc1	-5.5%	6.4%	-4.8%	11.5%	-3.2%
COc1ccc(C(=O)C2CCCN(C(=O)c3cc(C)on3)C2)cc1F (stereo unspecified)	0.4%	i	-5.2%	-0.2%	10.2%
Cn1cccc1C(=O)c1ccc(Cl)cc1Cl	-0.5%	0.7%	2.2%	29.9%	-2.0%
COC(=O)c1ccccc1NC(=O)c1ccc(COc2cccc3ccccc23)o1	-3.1%	i	-1.2%	10.4%	-0.9%
O=C(CSc1nnc(-c2ccc3c(c2)OCO3)n1-c1ccccc1)c1ccc(Cl)cc1	8.1%	1.1%	6.7%	-6.5%	-5.3%
COc1cc(OC)nc(/N=C/N(C)C)n1	·	0.2%	·	·	1.4%
COc1ccc(/C=C/C(=O)Oc2ccc(C)cc2)cc1	59.2%	i	-5.8%	·	0.9%
CC(C)C[C@@H](CN)NC(=O)c1nc[nH]c1C(=O)N[C@@H](CC(C)C)C(=O)CNC[C@H](C)NC(=O)c1nc[nH]c1C(=O)N[C@@H](CC(C)C)C(=O)O	·	i	·	·	-7.7%
Cc1nc(Cl)sc1C(=O)Nc1ccc(C(F)(F)F)cc1	5.2%	i	-2.8%	65.7%	-16.4%
Cc1ccc(NC(=S)N2CCC(NC(=O)c3cccc(F)c3)CC2)cc1	6.0%	1.7%	1.8%	17.7%	1.7%
COc1ccccc1N(CC(=O)N1CCOCC1)S(C)(=O)=O	11.5%	2.8%	-0.3%	0.5%	-9.1%
CC/C(=N\NC(N)=O)c1ccc(OC(F)F)cc1	7.9%	0.9%	3.0%	7.7%	-9.8%
O=S(=O)(Cc1ccccc1)N1CCN(C2Cc3ccccc3C2)CC1	2.6%	i	-3.5%	-7.3%	2.0%
O=C(O)CSCC(=O)Nc1ccc(-c2nc3ccccc3s2)cc1	4.8%	4.0%	7.9%	-2.4%	·
COc1cc([N+](=O)[O-])cc(/C=N/NC(=O)c2ccc(NC(=O)c3ccc(C)cc3)cc2)c1O	·	9.0%	·	·	-0.6%
COc1cccc(C2CN(c3ccc(F)cc3F)N=C2c2cccs2)c1OC (stereo unspecified)	-0.3%	2.6%	-10.2%	33.5%	-18.6%
CCn1ccnc1CN(C)Cc1cn(C)nc1-c1ccccc1F	7.2%	0.1%	-7.2%	-4.4%	3.1%
Cc1ccc2cc3cc(C(=O)NCCCN4CCc5ccccc5C4)oc3nc2c1	-1.0%	3.5%	13.8%	67.7%	5.1%
O=C(Nc1c2c(nn1-c1ccc(F)cc1)CS(=O)(=O)C2)C1CCCC1	-5.4%	0.0%	3.5%	-10.4%	-3.4%
CCNC(=O)NC(=O)CSc1ccc(S(=O)(=O)N2CCCCC2)cn1	-6.7%	3.2%	·	8.5%	-8.4%
Cc1cc(S(=O)(=O)N2CCN(C(=O)c3ccco3)CC2)ccc1F	-1.9%	i	2.3%	-5.2%	-6.6%
CC(=O)Nc1cccc(NC(=O)C(=O)c2cn(CC(=O)N3CCCCC3)c3ccccc23)c1	-1.4%	8.1%	0.1%	43.0%	-5.0%
CN1CCN(c2ccccc2N)CC1	0.9%	0.1%	10.7%	-4.4%	-3.2%

More records
SMILES	M. tuberculosis HTS	inhibitors of VEEV	PhoP GFP inhibition	tuberculosis growth	influenza NS1A	others
COc1ccc(S(=O)(=O)N2CCN(C)CC2)cc1NC(=O)c1ccccc1F	4.9%	i	9.6%	-18.4%	-0.4%
COc1ccc(CNCc2ccc([N+](=O)[O-])cc2)cc1OC	1.6%	0.2%	5.5%	0.3%	-5.1%
O=C(NCc1cccnc1)/C(=C\c1ccc(-c2ccc(Cl)c(Cl)c2)o1)S(=O)(=O)c1ccccc1	-5.8%	0.3%	-3.4%	?	5.4%
COc1cc(C(=O)Nc2ccc3nc4n(c(=O)c3c2)CCCCC4)cc(OC)c1OC	-3.0%	10.8%	8.3%	1.3%	3.8%
O=C(CCCc1nc(-c2ccccc2Cl)no1)NC1CCCCC1	-0.7%	3.1%	2.7%	36.6%	-1.4%
O=C(Cn1nnc(-c2cccc(C(F)(F)F)c2)n1)N1CCOCC1	4.5%	0.1%	-1.6%	1.6%	5.2%
COc1ccc(CNC(=O)CN(C(=O)c2csnn2)c2ccc3c(c2)OCCO3)cc1	1.5%	0.8%	-7.7%	-5.6%	-6.7%
CCOC(=O)C1CC(=O)c2ccccc2C1c1ccccc1 (stereo unspecified)	·	0.4%	·	·	1.9%
O=C(c1ccc(F)cc1)N1CCN(C2CCCCC2)CC1	-1.3%	i	10.9%	4.1%	8.1%
CCn1cnc2c(Nc3cc(F)cc(F)c3)nc(C#N)nc21	-6.4%	5.0%	·	-0.9%	-3.7%
O=C(COc1ccc(/C=N/NC(=O)CSCc2ccc([N+](=O)[O-])cc2)cc1)NCc1ccco1	12.4%	7.3%	-6.0%	7.7%	-51.7%
O=C(O)/C=C\c1cc2c(cc1[N+](=O)[O-])OCO2	-0.6%	3.8%	-12.3%	-2.7%	-1.7%
C=CCC[C@@H](Cc1ccc(F)cc1)C(=O)OC[C@@H]1CCCN1C(=O)[C@@H](CC=C)CC(=O)N(CCO)Cc1ccccc1	9.1%	i	·	6.7%	7.0%
COc1ccccc1NC(=S)N1CCCCCC1	-7.8%	0.5%	-8.6%	11.9%	-5.8%
COC(=O)CN1C(=O)C(C)(C)Oc2ccc(C(=O)Nc3ccccc3F)cc21	2.4%	1.5%	7.9%	-11.0%	14.4%
COc1ccc2c(c1)OC[C@H]1[C@H]2N2C(=O)CN(CC3CCCO3)C(=O)[C@@]2(C)[C@H]1c1ccccc1 (stereo partly specified)	-3.2%	0.1%	·	24.1%	5.8%
CCCOc1cccc(C2/C(=C(/O)c3ccc(OC)cc3)C(=O)C(=O)N2CCN(C)C)c1 (stereo unspecified)	5.3%	0.4%	-5.0%	14.4%	18.4%	inhibitors of VEEV 10K pilot screen=0.4
Cc1nc(SCC(=O)c2ccc(F)cc2)n[nH]1	0.3%	1.3%	-21.9%	3.2%	1.3%
COc1ccc(N=C2S/C(=C\c3cccs3)C(=O)N2CC(C)C)cc1	2.8%	2.4%	-1.1%	53.9%	2.0%
CC(=O)c1c(OC(=O)c2ccco2)c2ccccc2n1C	-0.3%	2.5%	2.0%	1.5%	-18.9%
Cc1ccn2c(NCc3ccc4c(c3)OCO4)c(-c3ccc(O)cc3)nc2c1	4.7%	i	14.7%	-10.4%	37.4%
COc1ccc(CCCCCCOCc2ccccc2)cc1	6.4%	2.3%	·	31.2%	7.4%
Cc1nc(-c2ccccc2)sc1C1(C)CC(c2cccc(F)c2)=NO1 (stereo unspecified)	1.3%	0.2%	11.8%	5.1%	4.0%	inhibitors of VEEV 10K pilot screen=2.5
Cc1[nH]n(-c2ccccc2)c(=O)c1C(c1cccc([N+](=O)[O-])c1)c1c(C)[nH]n(-c2ccccc2)c1=O	2.2%	2.8%	5.8%	24.6%	21.6%
COc1ccccc1C(CNC(=O)c1ccc(NS(=O)(=O)c2ccc(F)c(C)c2)cc1)N(C)C (stereo unspecified)	1.4%	0.8%	-1.1%	10.5%	6.3%
NNC(=O)Cc1csc(-c2ccccc2)n1	-4.9%	0.4%	4.4%	-12.7%	-1.4%
CCn1nc(C)c(/C=N/NC(=O)Cn2nnnc2N)c1C	-0.5%	0.1%	-3.8%	-5.2%	·

Compounds from the list above that contain a nitro group on carbon, in the order listed:
SMILES	M. tuberculosis HTS	inhibitors of VEEV	PhoP GFP inhibition	tuberculosis growth	influenza NS1A	others
CCCCn1c(N)c(N(CCC(C)C)C(=O)c2ccc(-c3ccc([N+](=O)[O-])cc3)o2)c(=O)[nH]c1=O	19.1%	8.7%	·	29.7%	-5.8%
O=C1/C(=C/c2ccc([N+](=O)[O-])cc2)CCC1C1CCCC1 (stereo unspecified)	9.4%	i	1.2%	4.1%	-8.4%
O=[N+]([O-])c1cccc2c(S(=O)(=O)N3CCCCC3)cccc12	-2.0%	0.2%	5.7%	12.0%	11.5%
COc1cc([N+](=O)[O-])cc(/C=N/NC(=O)c2ccc(NC(=O)c3ccc(C)cc3)cc2)c1O	·	9.0%	·	·	-0.6%
COc1ccc(CNCc2ccc([N+](=O)[O-])cc2)cc1OC	1.6%	0.2%	5.5%	0.3%	-5.1%
O=C(COc1ccc(/C=N/NC(=O)CSCc2ccc([N+](=O)[O-])cc2)cc1)NCc1ccco1	12.4%	7.3%	-6.0%	7.7%	-51.7%
O=C(O)/C=C\c1cc2c(cc1[N+](=O)[O-])OCO2	-0.6%	3.8%	-12.3%	-2.7%	-1.7%
Cc1[nH]n(-c2ccccc2)c(=O)c1C(c1cccc([N+](=O)[O-])c1)c1c(C)[nH]n(-c2ccccc2)c1=O	2.2%	2.8%	5.8%	24.6%	21.6%

Screening results deposited in PubChem by Southern Research Specialized Biocontainment Screening Center.

Random draw from the library. Share with any hit: about 1.5%.
